Runt-CBFb FRET: Runt domain-CBFb interaction inhibition. Q01196+Q13951. Cerulean-Runt/Venus-CBFb FRET ratio 530/480, 1 h. inhibition, % at 20 µM. 0.46% of 220,000 active;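 active = inhibition over about 50% at 20 µM in the single-dose screen, limit read from the data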;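 note: 0% = DMSO wells and 100% = excess unlabeled CBFb competitor control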
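Measured by: fluorescence energy transfer, 422 nm excitation, 530/480 nm emission; test system: Cerulean-tagged RUNX1 Runt domain (FRET donor) fusion protein; buffer or medium: Tris pH 7.5 buffer with BSA; compound: one dose, 20 µM compound, 1% DMSO; times: two 1 h room-temperature incubations shielded from light; benchmarks: unlabeled CBFb 5 µM, positive control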
EP2 modulator: EP2 receptor (human) modulation; 0.83% of 260,000 active; induction, % at 25 µM; P43116; EP2-expressing cells, cAMP HTRF FRET, PGE2 co-stimulation; AID 940;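 active = compounds whose cAMP rise, as percent of the full-agonist control response, exceeds 60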;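 note: rat C6 glioma line stably carrying human EP2 under a CMV promoter; the protocol text gives 20 µM as final concentration; 100% = response of wells given 1 µM PGE2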
Target sequence (P43116 whole entry, looked up): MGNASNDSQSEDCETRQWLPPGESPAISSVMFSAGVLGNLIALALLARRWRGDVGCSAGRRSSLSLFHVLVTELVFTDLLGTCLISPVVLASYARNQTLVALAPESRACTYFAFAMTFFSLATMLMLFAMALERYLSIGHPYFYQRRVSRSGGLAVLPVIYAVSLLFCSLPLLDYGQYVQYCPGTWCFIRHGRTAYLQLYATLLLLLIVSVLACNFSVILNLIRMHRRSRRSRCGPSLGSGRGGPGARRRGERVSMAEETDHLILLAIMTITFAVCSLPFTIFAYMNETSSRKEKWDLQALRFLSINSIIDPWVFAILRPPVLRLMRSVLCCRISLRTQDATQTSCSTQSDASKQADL
Hck-Nef inh: blocks Nef-activated human Hck kinase; P08631; Recombinant Hck-YEEI plus Nef, Z-Lyte FRET kinase assay; inhibition, % at 20 µM; 0.68% of 220,000 active; AID 463187;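 active = Hck-Nef kinase inhibition above about 50%, limit read from the data; inactive = inhibition below that limit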;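 note: 0% = DMSO with Hck plus Nef and 100% = Hck alone without Nef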
Target sequence (P08631 whole entry, looked up): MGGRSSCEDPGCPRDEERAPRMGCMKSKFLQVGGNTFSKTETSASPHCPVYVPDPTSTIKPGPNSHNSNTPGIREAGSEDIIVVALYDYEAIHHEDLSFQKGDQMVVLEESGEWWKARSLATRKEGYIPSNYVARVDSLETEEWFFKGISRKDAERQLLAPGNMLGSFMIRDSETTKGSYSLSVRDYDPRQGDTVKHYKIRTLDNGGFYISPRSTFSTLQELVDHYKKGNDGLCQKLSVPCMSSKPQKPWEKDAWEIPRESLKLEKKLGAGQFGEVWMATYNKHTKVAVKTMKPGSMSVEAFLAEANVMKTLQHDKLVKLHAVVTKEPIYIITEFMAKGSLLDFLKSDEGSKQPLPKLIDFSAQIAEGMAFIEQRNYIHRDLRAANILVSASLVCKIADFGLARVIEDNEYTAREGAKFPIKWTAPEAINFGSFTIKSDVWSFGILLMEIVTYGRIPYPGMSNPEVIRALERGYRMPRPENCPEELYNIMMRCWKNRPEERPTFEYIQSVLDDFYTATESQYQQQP
PERK inhibitor: inhibitors of human PERK kinase | 0.17% of 220,000 active | AID 1416 | inhibition, % at 5.6 µM | Q9NZJ5 | CHO PERK-DD fusion, SEAP luminescence translation reporter;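 active = inhibition above the mean inhibition of all tested compounds plus 3 SD, set separately per screening campaign, cut at about 2.9% in these data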;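 note: PERK kinase domain activated by AP20187 dimerizer at 100 nM; 0% = DMSO with dimerizer and 100% = rapamycin at 8.4 µM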
TNF necrop inh: inhibitors of TNF-alpha induced necroptosis in Jurkat FADD-/- cells; Jurkat FADD-/- TNF necroptosis rescue, ATP luminescence, 24 h; 0 = TNF only, 100 = no-TNF cells; activation (protection from cell death), % at 10 µM; 0.068% of 220,000 active; AID 463075;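 active = activation, meaning protection from cell death, of at least 50% relative to plate controls; inactive = activation below 50%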;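 note: necroptosis triggered by 40 ng/mL TNF-alpha added together with compound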
Runt-SMMHC FRET: inhibitors of human RUNX1 Runt domain binding to CBFb-SMMHC; inhibition, % at 20 µM; Cerulean-Runt/Venus-CBFb-SMMHC FRET ratio 530/480, 1 h; 0.74% of 220,000 active;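 active = mean inhibition across duplicate retests at 20 µM reaching about 50%, limit read from the data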;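 note: 0% = DMSO wells and 100% = wells with excess untagged CBFb-SMMHC; inhibitors lower the FRET ratio by blocking Runt binding to CBFb-SMMHC; some results filed as inactive read as strong as hits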
EP2 antag: blocks the human prostaglandin E2 receptor EP2. inhibition, % at 25 µM. P43116. AID 1422. C6 glioma cells expressing human EP2, cAMP TR-FRET; cells stimulated with saturating PGE2. 0.52% of 260,000 active;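 active = percent inhibition above 40 after rounding to a whole number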;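 note: rat C6 glioma host cells with rolipram phosphodiesterase inhibitor present; the protocol text gives 20 µM as final concentration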
zVAD death inh: L929 zVAD cell death inhibition. 0.38% of 220,000 active. viability rescue, % at 10 µM. L929 zVAD necroptosis rescue, ATP luminescence, 24 h; with zVAD 60 µM. AID 1377;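 active = activation, scaled between plate controls, above about 75%, limit read from the data; inactive = activation under that limit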;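 note: 0% = zVAD with DMSO and 100% = DMSO alone without zVAD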
RBBP9 inhibitor: blocks human serine hydrolase RBBP9. inhibition, % at 7.94 µM. O75884. 0.2% of 220,000 active. recombinant RBBP9, FP-Rh probe fluorescence polarization;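 active = inhibition above the campaign mean of all tested compounds plus 3 SD, cut at about 14% in these data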;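 note: plate controls were DMSO wells with RBBP9 for no effect and wells lacking RBBP9 protein for full effect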
Target sequence (O75884 whole entry, looked up): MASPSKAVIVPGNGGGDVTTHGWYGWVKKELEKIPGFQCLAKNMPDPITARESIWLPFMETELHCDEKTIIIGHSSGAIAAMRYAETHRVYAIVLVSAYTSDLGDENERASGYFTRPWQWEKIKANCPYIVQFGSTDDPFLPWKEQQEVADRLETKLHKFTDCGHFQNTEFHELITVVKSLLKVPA
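Test system: recombinant human RBBP9. Quantity: 2.5 µM RBBP9 dispensing solution, before mixing. Detection: FP readout at 525/598 nm. Reagent: Serine-hydrolase probe FP-Rh, 375 nM pre-mixing. Measure: % inhibition. Control set: DMSO-treated enzyme wells and wells lacking RBBP9. Buffer or medium: Tris-NaCl-Pluronic buffer, pH 8.0. Times: preincubation 30 min plus labeling 45 min at 25 °C.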
Starred values were filed as active, the others as inactive; nt = not tested or not shown; & = joins results of further samples. This is a subset; the hit share may differ from the screen's.

1	CCOC(=O)/C(=C\c1ccccc1)NC(=O)c1ccccc1
2	C[C@H](NC(=O)c1nc[nH]c1C(=O)NCc1ccc(CNC(=O)OC(C)(C)C)cc1)C(=O)OC(C)(C)C
3	COc1cc(Br)cc2cc(C(=O)N3CCN(C(=O)c4ccco4)CC3)c(=O)oc12
4	CCc1ccccc1NC(=O)CSc1nnc([C@@H](NC(=O)OC(C)(C)C)C(C)C)o1
5	CCCn1c(/C=C/c2ccco2)nc2ccccc21
6	Cc1c(NC(=O)CN2C(=O)NC3(CCC(C)CC3)C2=O)c(=O)n(-c2ccccc2)n1C (stereo unspecified)
7	COc1ccc(C(=O)NC(C)c2nnc(SCC(=O)Nc3nc(C)cs3)n2C)cc1 (stereo unspecified)
8	O=C(COC(=O)c1cccc(S(=O)(=O)N2CCc3ccccc32)c1)Nc1ncc(Cl)cc1Cl
9	COc1cccc(NC(=O)c2ccccc2-c2ccccc2)c1
10	COCCSc1ncnc2c1oc1nc3c(cc12)COC(C)(C)C3

assay / compound | 1 | 2 | 3 | 4 | 5 | 6 | 7 | 8 | 9 | 10
Runt-CBFb FRET | 0 | -6 | 0 | 1 | -2 | 1 | 1 | -1 | -1 | -1
EP2 modulator | -10 | -8 | -35 | 13 | 0 | 16 | 5 | 1 | 18 | 6
Hck-Nef inh | 13 | -9 | -1 | 4 | 9 | 14 | 1 | 1 | -6 | 19
PERK inhibitor | 0.1 | 0.7 | -0.9 | -0.5 | -0.6 | 0.1 | 1.3 | -0.1 | 1.2 | 1.7
TNF necrop inh | -0.5 | 0.0 | 1.8 | 0.9 | -0.4 | -0.2 | 1.8 | 1.6 | 0.8 | 1.4
Runt-SMMHC FRET | -8 | -9 | -9 | 1 | -18 | 0 | -5 | 4 | 4 | -3
EP2 antag | 7 | 7 | 1 | 7 | 8 | 7 | 6 | 15 | 6 | 12
zVAD death inh | -0.1 | 0.2 | 0.9 | 1.1 | 0.0 | 3.7 | 1.4 | 3.8 | 1.0 | 1.3
RBBP9 inhibitor | -1 | -1 | -3 | -3 | 3 | -3 | 13 | -10 | -2 | -4

11	COc1ccc(Cl)cc1-c1nc(SCC(=O)N(C)C)n[nH]1
12	Cc1nn2c(nc(N3CCOCC3)c3ccccc32)c1C=C(C#N)C#N
13	CCCC(=O)Nc1ccc(N2CCN(S(C)(=O)=O)CC2)cc1
14	O=C(NCc1ccc2[nH]c3c(c2c1)CCCC3)c1ccc(S(=O)(=O)N2CCCC2)cc1
15	CC(=O)c1ccc(NC2=C(N3CCOCC3)C(=O)c3ccccc3C2=O)cc1
16	COc1ncccc1C(=O)N1CCCC(C(=O)c2cccc(OC(C)C)c2)C1 (stereo unspecified)
17	CC(C)Oc1cccc(C(=O)NC(=S)Nc2cccc(NC(=O)c3ccccc3Cl)c2)c1
18	C/C(=N\NC(=O)Cn1ccc(C(F)(F)F)n1)c1ccco1
19	COc1ccc(Nc2nc3ccccc3c(=O)[nH]2)cc1
20	Cc1c(Cl)cccc1NC(=S)N(Cc1cccs1)C1CCCC1

assay / compound | 11 | 12 | 13 | 14 | 15 | 16 | 17 | 18 | 19 | 20
Runt-CBFb FRET | -1 | -6 | -3 | -13 | 2 | -3 | 4 | -36 | 0 | 6
EP2 modulator | -8 | -8 | 16 | 20 | -27 | 19 | -17 | 2 | -8 | 4
Hck-Nef inh | 6 | 1 | 1 | 0 | 1 | 24 | 1 | 13 | 10 | -24
PERK inhibitor | 1.4 | -0.4 | 1.2 | 0.1 | 1.9 | 0.8 | 1.2 | -0.2 | 0.3 | 0.4
TNF necrop inh | -0.6 | 0.4 | 1.2 | 0.4 | -10 | 1.3 | 2.2 | 0.0 | 4.8 | -1.4
Runt-SMMHC FRET | -1 | 2 | -1 | -16 | 8 | -3 | 1 | -2 | 4 | 0
EP2 antag | 8 | 2 | 10 | 11 | 4 | 10 | 7 | 10 | 6 | 2
zVAD death inh | 0.5 | 3.0 | 0.9 | nt | 2.5 | -0.5 | 2.0 | 1.7 | 1.7 | -0.2
RBBP9 inhibitor | 1 | -9 | 6 | 0 | -5 | -5 | -3 | -4 | -5 | 4

Arranged by value in Hck-Nef inh (ascending): three from the list above
| No. | structure | Hck-Nef inh |
| --- | --- | --- |
| 2 | C[C@H](NC(=O)c1nc[nH]c1C(=O)NCc1ccc(CNC(=O)OC(C)(C)C)cc1)C(=O)OC(C)(C)C | -9 |
| 7 | COc1ccc(C(=O)NC(C)c2nnc(SCC(=O)Nc3nc(C)cs3)n2C)cc1 (stereo unspecified) | 1 |
| 1 | CCOC(=O)/C(=C\c1ccccc1)NC(=O)c1ccccc1 | 13 |

Continuation:
21	Cc1c(C(=O)NCCN2C(=O)S/C(=C\c3cccs3)C2=O)cccc1[N+](=O)[O-]
22	CCCCCCc1nc2c(=O)[nH]c3ccccc3c2o1
23	CC1=NN2C(=N)/C(=C\c3cc(C)n(-c4ccc(C)cc4)c3C)C(=O)N=C2S1
24	CCCOc1ccc(N2CC(C(=O)Nc3ccccc3C(=O)NC)CC2=O)cc1 (stereo unspecified)
25	COc1ccc2[nH]cc(C(=O)CN3CCCCC3)c2c1
26	COc1cccc(NC(=S)N2CCN(C(c3ccccc3)c3ccccc3)CC2)c1
27	O=C(NCc1ccccn1)/C(=C/c1ccco1)NC(=O)c1ccccc1
28	CCN(CC)S(=O)(=O)c1ccccc1/C=N\O
29	O=C(NC1CCCCC1)c1ccc(S(=O)(=O)c2ccccc2)cc1
30	COc1ccc(CNC(=O)C2CCCN2S(=O)(=O)c2ccc(Cl)cc2)cc1 (stereo unspecified)

assay / compound | 21 | 22 | 23 | 24 | 25 | 26 | 27 | 28 | 29 | 30
Runt-CBFb FRET | 1 | -2 | 1 | nt | 0 | -2 | 4 | 2 | 0 | -3
EP2 modulator | 3 | 13 | 21 | -26&15 | -1 | 25 | -24&19 | -14 | -3 | 20
Hck-Nef inh | -11 | 3 | 12 | 22 | 2 | 4 | 3 | -3 | 25 | 7
PERK inhibitor | 1.4 | 0.5 | 0.0 | 0.6 | 1.4 | -1.1 | 2.1 | 1.6 | 0.4 | -1.3
TNF necrop inh | 2.5 | -1.5 | -0.4 | 0.6 | -1.1 | 0.0 | 0.0 | 0.2 | 3.8 | -1.5
Runt-SMMHC FRET | -7 | 0 | 1 | nt | -1 | 8 | 2 | -3 | -1 | 1
EP2 antag | 5 | 12 | 7 | 14&7 | 12 | 8 | 11&5 | 14 | 11 | 6
zVAD death inh | -0.3 | -0.9 | 0.9 | 1.4 | 0.6 | -0.3 | -0.4 | -0.1 | 13 | -1.2
RBBP9 inhibitor | -6 | -6 | -3 | -4 | -6 | 5 | -12 | -1 | 5 | -9

31	Cc1cccc(NC(=O)Cn2nnc3ccccc32)c1
32	C=CCN1C(c2cccc(C(F)(F)F)c2)=CS/C1=C(/C#N)c1nnc(N2CCOCC2)n1-c1ccccc1
33	Cc1c(C(=O)O)sc2nc3n(c(=O)c12)CCC(C)CC3 (stereo unspecified)
34	CCn1c(SCC(=O)N2CCCC2)nc2ccccc21
35	CCN1CCN(C(=S)c2ccc(OCC(=O)NCc3ccccc3)cc2)CC1
36	O=C(O)CCn1c(CO)nc2ccccc21
37	Cc1nn(C)c(N)c1-c1ccccc1
38	COc1ccc(NC(=S)NCc2cccnc2)cc1
39	COc1ccc(OC)c(C2CC(=O)OC3=C2C(=O)CC(C)(C)C3)c1 (stereo unspecified)
40	Cc1ccc(OCC(O)CN2CCN(CC(O)COC(C)C)CC2)c(C(C)(C)C)c1 (stereo unspecified)

assay / compound | 31 | 32 | 33 | 34 | 35 | 36 | 37 | 38 | 39 | 40
Runt-CBFb FRET | nt | -12 | -2 | -1 | 50 | 1 | -2 | -3 | -3 | -3
EP2 modulator | -35&-7 | -35 | 13 | -29 | 6 | -3 | -10 | 1 | 25 | 2
Hck-Nef inh | -10 | -5 | 11 | 7 | 17 | 10 | 14 | -5 | 14 | 5
PERK inhibitor | 0.1 | -0.9 | 0.8 | -0.4 | 0.7 | 0.0 | 1.1 | 0.3 | 1.6 | -1.7
TNF necrop inh | 2.4 | -2.7 | -1.1 | 0.9 | 0.3 | 1.6 | 1.0 | 1.4 | 1.2 | 2.0
Runt-SMMHC FRET | -2 | -11 | -1 | 3 | 32 | -1 | -1 | -2 | 1 | -4
EP2 antag | 4&8 | 14 | 6 | 4 | 9 | 3 | 5 | 0 | 5 | 7
zVAD death inh | 1.9 | nt | -0.4 | 1.9 | 0.9 | -0.6 | 2.6 | 0.8 | 1.0 | 0.1
RBBP9 inhibitor | -8 | -8 | -10 | -5 | -1 | 3 | 3 | -11 | -2 | -1

An excerpt from above, limited to Runt-CBFb FRET, PERK inhibitor and Runt-SMMHC FRET.
no.	SMILES	Runt-CBFb FRET	PERK inhibitor	Runt-SMMHC FRET
32	C=CCN1C(c2cccc(C(F)(F)F)c2)=CS/C1=C(/C#N)c1nnc(N2CCOCC2)n1-c1ccccc1	-12	-0.9	-11
33	Cc1c(C(=O)O)sc2nc3n(c(=O)c12)CCC(C)CC3 (stereo unspecified)	-2	0.8	-1

The listing continues.
41	CC(Cc1cccs1)NC(=O)c1cccs1 (stereo unspecified)
42	Cn1c(CNc2nc(-c3ccccc3)cs2)nnc1SCC(=O)OC1CCCCC1
43	CCOC(=O)c1sc(NC(=O)c2sccc2C)cc1C
44	Cc1ccccc1Cn1c(=O)sc2ccccc2c1=O
45	CCOc1ccc(CN2CCN(Cc3nc(C(C)C)cs3)CC2CCO)cc1 (stereo unspecified)
46	COc1ccc(NS(=O)(=O)c2cccc(NC(=O)c3ccccn3)c2)cc1
47	O=C(Nc1nnc(Cc2ccccc2)s1)c1cnccn1

assay / compound | 41 | 42 | 43 | 44 | 45 | 46 | 47
Runt-CBFb FRET | -2 | -2 | 2 | 0 | -2 | 2 | 2
EP2 modulator | 10 | 11 | -35 | 20 | -19 | -55 | 18
Hck-Nef inh | -45 | 5 | 4 | 21 | 0 | 7 | -1
PERK inhibitor | 0.0 | 0.9 | -1.8 | 0.8 | -0.2 | 1.2 | -0.4
TNF necrop inh | -0.1 | 0.6 | -10.0 | -0.6 | -0.4 | 1.0 | -0.2
Runt-SMMHC FRET | 1 | 1 | -2 | -5 | 2 | -3 | -2
EP2 antag | 17 | 5 | 5 | 5 | 3 | 17 | 6
zVAD death inh | 2.0 | 19 | 1.1 | 0.5 | -0.5 | 5.1 | -0.6
RBBP9 inhibitor | -2 | -8 | -11 | -11 | -2 | -8 | 0
